Source: PubChem (Broad Institute)
U2OS ROS induce: raises reactive oxygen species in U2OS cancer cells | hit rate 2% among 46,000 | U2OS ROS induction, H2DCF-DA fluorescence | AID 624156 | ROS induction (% of piperlongumine), % at 10 µM; in the data active means ROS induction above about 79%, passing the limit was not always enough; inconclusive means no clear call, values can overlap the other calls;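 further: 0% = DMSO vehicle median and 100% = reference compound median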
The depositor's hits bear a star; u = inconclusive.

SMILES | U2OS ROS induce
C[C@@H]1CN([C@@H](C)CO)C(=O)c2cc(NC(=O)C3CCCCC3)ccc2O[C@H]1CN(C)S(=O)(=O)c1ccc(Cl)cc1 | 13.0
C[C@@H]1CN([C@H](C)CO)C(=O)c2cc(NS(=O)(=O)c3cccs3)ccc2O[C@@H]1CN(C)C(=O)Nc1ccccc1 | -10.1
Cc1noc(C)c1NC(=O)N(C)C[C@@H]1OCCCC[C@@H](C)Oc2ccc(N(C)C)cc2C(=O)N([C@H](C)CO)C[C@@H]1C | 13.4
C[C@H](CO)N1C[C@H](C)[C@H](CN(C)Cc2cccc(C(F)(F)F)c2)OCc2cnnn2CCCC1=O | -4.8
CSc1nc2c(Cl)cccc2c2c1c(=O)[nH]n2C | 17.1
CCOC(=O)C(C(=O)Nc1cccc(C)n1)C1CCCCC1 (centres undefined) | 6.5
C[C@H](CO)N1C[C@H](C)[C@@H](CN(C)S(=O)(=O)c2ccc(Cl)cc2)Oc2c(NC(=O)C3CC3)cccc2C1=O | 6.1
CC(C)NC(=O)N(C)C[C@H]1Oc2ccc(NC(=O)CCCCCC(=O)Nc3ccccc3N)cc2C(=O)N([C@@H](C)CO)C[C@@H]1C | 5.9
COCCOC(=O)N1C(=O)[C@@]2(c3cc(C#CC4(O)CCCCCC4)ccc31)[C@H](c1ccccc1OCCO)N1[C@H](c3ccccc3)[C@H](c3ccccc3)OC(=O)[C@H]1[C@@H]2C(N)=O | 42.6
C[C@@H]1CN([C@@H](C)CO)C(=O)Cc2cc(NC(=O)C3CC3)ccc2O[C@@H]1CN(C)Cc1ccc(Cl)c(Cl)c1 | 23.4
Cc1noc(C)c1NC(=O)Nc1ccc2c(c1)C(=O)N([C@@H](C)CO)C[C@@H](C)[C@@H](CN(C)Cc1ccc(Oc3ccccc3)cc1)O2 | 2.0
Nc1ncnc(Sc2nc3ccccc3s2)c1[N+](=O)[O-] | 99.7*
C[C@@H]1CN([C@@H](C)CO)C(=O)c2cccc(NC(=O)Nc3ccc(F)cc3)c2O[C@@H]1CN(C)S(=O)(=O)c1cccs1 | 3.6
CCCc1nnc2c3c4c(sc3ncn12)CCCC4 | 16.3
COc1ccc(NC(=O)Nc2ccc3c(c2)C(=O)N([C@@H](C)CO)C[C@H](C)[C@@H](CN(C)S(=O)(=O)c2ccc(F)cc2)O3)cc1 | -2.7
COc1ccc(S(=O)(=O)Nc2cccc3c2O[C@H](CN(C)Cc2ccc(Cl)c(Cl)c2)[C@H](C)CN([C@H](C)CO)C3=O)cc1 | 21.8
Nc1ccc(C(=O)Oc2ccccc2)c(O)c1 | -7.3
Cc1ccc(N(CC(=O)NC(c2ccccc2)c2ccccc2)S(=O)(=O)N2CCCC2)cc1 | 14.0
CC(=O)Nc1ccc(-c2nnc(SCC(=O)Nc3ccc(Cl)cc3Cl)n2C)cc1 | 2.1
COc1cc2c(=O)c(-c3ccc(O)cc3)coc2cc1O[C@@H]1O[C@@H](C)[C@H](O)[C@@H](O)[C@H]1O | -19.7
C[C@@H]1CN([C@H](C)CO)C(=O)c2cc(NC(=O)Cc3cn(C)c4ccccc34)ccc2O[C@@H]1CN(C)S(C)(=O)=O | -5.1
CC(=O)N[N+]1=C(N)c2ccccc2C1 | -6.7
C[C@H](CO)N1C[C@H](C)[C@H](CN(C)C(=O)NC2CCCCC2)Oc2ccc(NS(C)(=O)=O)cc2CC1=O | 10.8
CCC(=O)c1ccc2cc(OC)ccc2c1 | 23.8
Cc1cc(C(=O)Nc2cccc3c2O[C@H](CN(C)Cc2ccc(C(=O)O)cc2)[C@H](C)CN([C@@H](C)CO)C3=O)n(C)n1 | -17.1
Following part
SMILES | U2OS ROS induce
CCn1c2ccccc2c2cc(CN3CCN(C(=O)c4c(OC)cccc4OC)CC3)ccc21 | 26.1
Cn1c(CN2CCOCC2)nnc1SCC(=O)Nc1ccc2ccccc2c1 | -7.7
O=C1CCCC(O)=C1C=Nc1cccc2ccccc12 | 35.6
C[C@H](CO)N1C[C@H](C)[C@H](CN(C)Cc2ccc(C(F)(F)F)cc2)Oc2ccc(NC(=O)Nc3ccc(F)cc3)cc2C1=O | 62.8
C[C@@H]1CN([C@H](C)CO)C(=O)c2cccc(N(C)C)c2O[C@H]1CN(C)S(=O)(=O)c1cn(C)cn1 | -10.8
CC(Oc1ccc(Br)cc1)C(=O)NCc1ccco1 (centres undefined) | -4.0
C[C@@H]1CN([C@@H](C)CO)C(=O)c2cc(NC(=O)Nc3ccc4c(c3)OCO4)ccc2O[C@@H]1CN(C)C(=O)NC1CCCCC1 | -5.2
O=C1CC(c2ccccc2)OC12CCCCC2 (centres undefined) | 1.5
C[C@H](CO)N1C[C@H](C)[C@@H](CN(C)C(=O)Nc2ccc(F)cc2)Oc2ccc(NC(=O)C3CCCCC3)cc2C1=O | 0.5
C[C@H]1CN([C@@H](C)CO)C(=O)c2cc(NC(=O)NC3CCCCC3)ccc2O[C@@H]1CN(C)Cc1ccc(Cl)c(Cl)c1 | 55.2
Cc1ccc(CC(C(=O)O)C(C)C(=O)Nc2ccc(F)cc2)cc1 (centres undefined) | -9.2
CC(=O)OC1C(C)OC(OC2C(CO)OC(OC(=O)[C@]34CCC(C)(C)CC3C3=CCC5[C@@]6(C)CC[C@H](OC7OC(CO)C(OC8OC(CO)C(OC9OCC(O)C(O)C9O)C(O)C8O)C(O)C7O)[C@@](C)(CO)C6CC[C@@]5(C)[C@]3(C)CC4)C(OC3OC(C)C(O)C(O)C3O)C2O)C(O)C1O (some centres undefined) | 5.3
C[C@@H]1CN([C@@H](C)CO)C(=O)Cc2cc(NS(=O)(=O)c3cccs3)ccc2O[C@@H]1CN(C)C(=O)NC1CCCCC1 | 12.9
COc1ccc([Si](C)(C)[C@H]2[C@H](CCn3cc(CCO)nn3)O[C@@]3(C(=O)N(C)c4c(Br)cc(C)cc43)[C@@H]2C)cc1 | 31.3
Cc1noc(C)c1NC(=O)N(C)C[C@H]1Oc2c(cccc2N(C)C)C(=O)N([C@H](C)CO)C[C@@H]1C | -6.6
COc1ccc(NC(=O)N(C)C[C@@H]2Oc3ccc(NS(=O)(=O)c4ccccc4)cc3CC(=O)N([C@H](C)CO)C[C@H]2C)cc1 | 4.9
C[C@H]1CN([C@@H](C)CO)C(=O)Cc2cc(NC(=O)NC3CCCCC3)ccc2O[C@H]1CN(C)Cc1ccncc1 | 5.6
COc1cc(C(=O)OC2OC(CO)C(O)C(O)C2O)cc(OC)c1OC (centres undefined) | 0.1
C/C=C1/[C@H](O[C@@H]2O[C@H](CO)[C@@H](O)[C@H](O)[C@H]2O)OC=C(C(=O)OC)[C@H]1CC(=O)OCC(C)[C@@H]1C[C@H]2OC(=O)C3=CO[C@@H](O[C@@H]4O[C@H](CO)[C@@H](O)[C@H](O)[C@H]4O)/C(=C/C)[C@@H]3CC(=O)OC[C@@H]1[C@H]2C (some centres undefined) | -7.0
O=C1C[C@@H](c2ccc(O)c(O)c2)Oc2cc(O[C@@H]3O[C@H](CO)[C@@H](O)[C@H](O)[C@H]3O)cc(O)c21 | 2.4
C[C@@H]1CN([C@H](C)CO)C(=O)c2cccc(N(C)C)c2O[C@H]1CN(C)C(=O)Nc1ccc(C(F)(F)F)cc1 | -1.0
S=C(NCc1ccco1)NCC1CCCO1 (centres undefined) | 1.6
C[C@@H]1CN([C@H](C)CO)C(=O)c2cccc(NS(C)(=O)=O)c2O[C@H]1CN(C)C | -7.7
CC(C)NC(=O)N(C)C[C@H]1Oc2c(NC(=O)c3nc4ccccc4s3)cccc2C(=O)N([C@@H](C)CO)C[C@@H]1C | -3.3
c1ccc(-c2nnc(-c3cccc4ccccc34)o2)cc1 | u

Rewritten field by field: entries from further up
CCn1c2ccccc2c2cc(CN3CCN(C(=O)c4c(OC)cccc4OC)CC3)ccc21
  U2OS ROS induce: 26.1
Cn1c(CN2CCOCC2)nnc1SCC(=O)Nc1ccc2ccccc2c1
  U2OS ROS induce: -7.7

Continued.
SMILES | U2OS ROS induce
C=CC[C@@]12N=C(c3ccc(OCCCO)cc3)O[C@@H]1c1ccccc1CN(C(=O)c1ccccc1)C2=O | 23.1
Cc1cc2oc(C(=O)Nc3nnc(SCc4ccccc4)s3)c(C)c2cc1C | 8.6
C[C@H](CO)N1C[C@H](C)[C@H](CN(C)Cc2ccc3c(c2)OCO3)Oc2ncc(Br)cc2C1=O | 11.7
CN(Cc1nc(-c2ccccn2)no1)S(=O)(=O)c1ccc(Cl)cc1 | -4.4
C[C@H](CO)N1C[C@H](C)[C@@H](CN(C)Cc2cccc(C(=O)O)c2)OCc2cnnn2CCCC1=O | -3.9
C[C@H]1CN([C@@H](C)CO)C(=O)c2cc(N(C)C)ccc2O[C@H]1CN(C)S(C)(=O)=O | -3.9
O=C(CC1NC2CCCCC2NC1=O)Nc1ccc(Cl)cc1 (centres undefined) | -5.0
C[C@H](CO)N1C[C@H](C)[C@H](CN(C)C(=O)Nc2ccc(F)cc2)Oc2c(NS(=O)(=O)c3cccs3)cccc2C1=O | -3.9
Nc1ccccc1N1C(=O)c2ccccc2C1=O | -8.3
Cc1nn(C)c2sc(C(=O)NC3CCCCNC3=O)cc12 (centres undefined) | 2.0
O=c1cnnc(Nc2ccccc2)[nH]1 | -15.3
Cc1cc2c3c(c1)c(-c1ccccc1)c(C)n3CCC2 | 22.5
O=c1c2c3c(sc2nc(SCc2nc4ccccc4[nH]2)n1-c1ccccc1)CCC3 | 40.4
Cn1c(SCC(=O)n2c3c(c4ccccc42)CCCC3)nnc1-c1ccccc1 | 5.4
COc1ccc(-c2noc(CSc3nnc(C)n3-c3ccccc3)n2)cc1 | 8.3
CC1OC(OCC2OC(Oc3c(-c4ccc(O)cc4)oc4cc(O)cc(O)c4c3=O)C(O)C(O)C2O)C(O)C(O)C1O (centres undefined) | -13.2
N#Cc1c(NC(=O)CCN2C(=O)c3ccccc3C2=O)sc2c1CCCC2 | 41.4
C[C@@H]1CN([C@@H](C)CO)C(=O)c2cc(NC(=O)Cn3cnnn3)ccc2O[C@H]1CN(C)S(=O)(=O)c1cn(C)cn1 | 4.0
C[C@H]1CN([C@@H](C)CO)C(=O)c2cc(N(C)C)ccc2O[C@H]1CN(C)CC1CCCCC1 | -11.8
O=c1cc(-c2ccccc2)nc2cc(-c3ccccc3)[nH]n12 | 16.7
COc1ccc(S(=O)(=O)N(C)C[C@@H]2Oc3c(NC(=O)c4cnccn4)cccc3C(=O)N([C@@H](C)CO)C[C@H]2C)cc1 | -6.1
CCc1cc2c(SCC(=O)c3ccc(C)cc3)ncnc2s1 | u
Cc1noc(C)c1S(=O)(=O)Nc1ccc2c(c1)CC(=O)N([C@@H](C)CO)C[C@H](C)[C@H](CN(C)C(=O)Nc1ccccc1)O2 | -7.0
CCC(=O)OCC(=O)[C@@]1(OC(=O)CC)[C@@H](C)CC2C3CCC4=CC(=O)C=C[C@]4(C)C3(F)[C@@H](O)C[C@@]21C (some centres undefined) | -4.9
CC(=O)Nc1ccccc1C(=O)OCc1cccc(C(=O)c2ccccc2)c1 | 11.4

Sorted by molar mass (falling): part of the list above.
SMILES | U2OS ROS induce
COc1ccc(S(=O)(=O)N(C)C[C@@H]2Oc3c(NC(=O)c4cnccn4)cccc3C(=O)N([C@@H](C)CO)C[C@H]2C)cc1 | -6.1
C[C@@H]1CN([C@@H](C)CO)C(=O)c2cc(NC(=O)Cn3cnnn3)ccc2O[C@H]1CN(C)S(=O)(=O)c1cn(C)cn1 | 4.0
C=CC[C@@]12N=C(c3ccc(OCCCO)cc3)O[C@@H]1c1ccccc1CN(C(=O)c1ccccc1)C2=O | 23.1
C[C@H]1CN([C@@H](C)CO)C(=O)c2cc(N(C)C)ccc2O[C@H]1CN(C)CC1CCCCC1 | -11.8
C[C@H]1CN([C@@H](C)CO)C(=O)c2cc(N(C)C)ccc2O[C@H]1CN(C)S(C)(=O)=O | -3.9
Cn1c(SCC(=O)n2c3c(c4ccccc42)CCCC3)nnc1-c1ccccc1 | 5.4
CC(=O)Nc1ccccc1C(=O)OCc1cccc(C(=O)c2ccccc2)c1 | 11.4
CN(Cc1nc(-c2ccccn2)no1)S(=O)(=O)c1ccc(Cl)cc1 | -4.4
O=C(CC1NC2CCCCC2NC1=O)Nc1ccc(Cl)cc1 (centres undefined) | -5.0
Nc1ccccc1N1C(=O)c2ccccc2C1=O | -8.3
O=c1cnnc(Nc2ccccc2)[nH]1 | -15.3

New compounds follow.
SMILES | U2OS ROS induce
C[C@H]1CN([C@@H](C)CO)C(=O)c2cc(NC(=O)c3ccncc3)ccc2O[C@H]1CN(C)Cc1ccccc1 | -10.1
COc1ccc(Cl)cc1NC(=O)CSc1nc(N)cc(=O)[nH]1 | -5.2
N#Cc1c2c(c(NCCN3CCCCC3)n3c1nc1ccccc13)CCC2 | -2.9
COC(=O)c1cc(OC)c(OC)cc1NC(=O)COc1ccc(Br)c(C)c1 | -5.2
COc1ccc(C(=O)NC(=S)NCc2cccnc2)cc1[N+](=O)[O-] | -4.4
C[C@@H]1CN([C@H](C)CO)C(=O)c2cc(NC(=O)Nc3ccc(C(F)(F)F)cc3)ccc2O[C@@H]1CN(C)CC1CC1 | -1.6
Cc1ccc(S(=O)(=O)N(C)CC(=O)Nc2ccc3ccccc3c2)cc1 | 1.4
C[C@@H]1CN([C@@H](C)CO)C(=O)c2cc(NC(=O)C3CC3)ccc2O[C@H]1CN(C)Cc1ccc(-c2ccccc2)cc1 | 8.9
CC(C)c1c(C#N)c(N)nc(SCC(N)=O)c1C#N | 13.2
N#Cc1ccccc1CSc1nnc(-c2ccccc2)n1-c1ccccc1 | 7.9
Cc1c(NC(=O)CN(c2cc(Cl)ccc2Cl)S(C)(=O)=O)c(=O)n(-c2ccccc2)n1C | -6.2
C[C@@H]1CN([C@@H](C)CO)C(=O)c2cccc(NC(=O)c3nc4ccccc4s3)c2O[C@H]1CN(C)C(=O)NC1CCCCC1 | 8.8
COc1ccc(NC(=O)N(C)C[C@@H]2OCc3cnnn3CCCC(=O)N([C@@H](C)CO)C[C@@H]2C)c(OC)c1 | -15.2
Cc1ccc(S(=O)(=O)N(C)C[C@H]2OCc3cn(nn3)CCCC(=O)N([C@H](C)CO)C[C@H]2C)cc1 | -12.6

An excerpt; the hit share may differ from the screen's.
